# AI-2 QS mod – modulates the Vibrio harveyi AI-2 quorum sensing system. Vibrio harveyi JMH597 AI-2 luminescence/OD600 ratio, 9 h; hits give low values; strain lacks LuxN and CqsS sensors; 0 = neutral-control median. activity change, % at 7.5 µM. 300,000 tested, 0.4% active. AID 2094; in the data active = activity change below about -75%, passing the limit was not always enough; inconclusive = no clear call, values can overlap the other calls;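 note: luminescence divided by OD600 gain over 9 h not by final OD600 alone; inactives centre near 13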
# HSF1 activator – increases HSF-1 driven luciferase reporter signal; NIH3T3-HGL HSF-1 luciferase reporter, MG132, 8 h; 100% = twice DMSO control signal; activation, % at 9 µM; 300,000 tested, 1.7% active; AID 504408;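 active = mean replicate activation of at least 50% with a set share of replicates each reaching 50%; inconclusive = only one of those two conditions met; inactive = mean below 50% and too few replicates reaching it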;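 note: 0% = median of the neutral control wells and 100% = twice that signal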
# HIF act – HIF pathway transcriptional activation | 300,000 tested, 0.32% active | U2OS HRE-luciferase reporter, luminescence; normalized: DMSO 0%, desferrioxamine 100% | AID 1910 | activation, % at 7.5 µM (by protocol);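 active = mean activation of at least 10% of the iron chelator positive control signal, with at least half of replicates also reaching 10%; inconclusive = mean and replicate majority disagree about reaching 10%; inactive = mean and most replicates under 10%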
# HSF1 inhib – HSF1 inhibition | NIH3T3-HGL HSE-luciferase, MG132-induced, luminescence 8 h; hits give low values | activity change, negative = inhibition, % at 7.5 µM (by protocol) | 300,000 tested, 0.77% active | AID 2098;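 active = more than half of replicate wells show activity change below -50%, luminescence cut by over half; inconclusive = some wells, but at most half, below -50%; inactive = no replicate well below -50%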;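 note: luciferase reports HSF-1 transcriptional activity via heat shock element; 0% = median of DMSO wells and -100% = zero luminescence signal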
# HSP90 refold inh – inhibitors of HSP90 luciferase refolding in rabbit reticulocyte lysate | luciferase refolding luminescence, 3 h | inhibition, % at 5.6 µM | 290,000 tested, 0.91% active;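 active = inhibition above the screen-wide mean plus 3 SD, computed separately per campaign, cut at about 16% in these data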;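 note: 0% = DMSO wells and 100% = 60 µM geldanamycin wells; inhibitors lower the luminescence because luciferase stays unfolded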
# KLF5 inh – kruppel-like factor 5 inhibition; DLD-1 KLF5 promoter-luciferase reporter, luminescence; inhibition, % at 5 µM; 290,000 tested, 0.23% active; AID 1700;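 active = inhibition above a per-plate limit of that plate's mean compound inhibition plus 3 SD, cut at about 60% in these data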;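 note: 0% = DMSO wells and 100% = LY294002 at 200 µM; higher means less KLF5 promoter-driven luciferase light; inactives centre near -14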
# aSyn 5UTR inh – 5' untranslated region of α-synuclein, MLPCN primary screen; alpha-synuclein 5'UTR reporter, inhibitor activity; inhibition, % (tested at 7.5 µM); 300,000 tested, 0.82% active; in the data active = inhibition above about 60%; inconclusive = no clear call, values can overlap the other calls;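 note: H4 neuroglioblastoma cells stably carrying SNCA 5'UTR luciferase fusion; 0% = DMSO wells and 100% = positive control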
# GSK3B inh – inhibitors of human GSK3beta kinase. P49841. GST-GSK3beta kinase, ADP-Glo luminescence, 60 min; hits give low values. activity score (negative = inhibition), % at 10 µM. 300,000 tested, 0.038% active. AID 2097;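 active = more than half of replicate wells score below -50%, meaning over 50% inhibition versus plate controls; inconclusive = some replicates but at most half score below -50%; inactive = no replicate scores below -50%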;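 note: 0% = median DMSO wells and -100% = median GW8510 positive control wells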
# Target sequence (P49841 whole entry, looked up): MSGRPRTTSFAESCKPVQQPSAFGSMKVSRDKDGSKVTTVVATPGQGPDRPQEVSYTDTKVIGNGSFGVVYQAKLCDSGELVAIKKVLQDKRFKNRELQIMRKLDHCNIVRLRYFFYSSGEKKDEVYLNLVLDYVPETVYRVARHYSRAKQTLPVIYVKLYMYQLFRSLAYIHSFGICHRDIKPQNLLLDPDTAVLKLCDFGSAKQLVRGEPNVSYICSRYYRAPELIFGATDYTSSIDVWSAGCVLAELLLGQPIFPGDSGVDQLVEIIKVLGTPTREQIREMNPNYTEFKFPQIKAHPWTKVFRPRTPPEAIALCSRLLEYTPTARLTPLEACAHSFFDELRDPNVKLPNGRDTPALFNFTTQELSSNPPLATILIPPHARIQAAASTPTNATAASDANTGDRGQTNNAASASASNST
#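 Test system: GST-fused GSK3beta enzyme, cell-free | Quantity: 1.6 ng GST-GSK3beta enzyme per well | Reagent: 25 µM ATP with peptide substrate | Schedule: 60 min enzyme reaction, room temperature | Signal: Luminescent ADP-Glo measurement of ADP formed | Read-out basis: Score relative to plate controls | Control set: DMSO and 20 µM GW8510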
# GSK3 alpha inh – human GSK-3 alpha kinase inhibition. P49840. ADP-Glo luminescence, 60 min. inhibition, % at 10 µM. 320,000 tested, 0.1% active. AID 2650;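 in the data active = inhibition above about 50%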;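 note: GST-tagged GSK-3 alpha with peptide substrate and 25 µM ATP; 0% = DMSO neutral wells and 100% = GW8510 positive control wells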
# Target sequence (P49840 whole entry, looked up): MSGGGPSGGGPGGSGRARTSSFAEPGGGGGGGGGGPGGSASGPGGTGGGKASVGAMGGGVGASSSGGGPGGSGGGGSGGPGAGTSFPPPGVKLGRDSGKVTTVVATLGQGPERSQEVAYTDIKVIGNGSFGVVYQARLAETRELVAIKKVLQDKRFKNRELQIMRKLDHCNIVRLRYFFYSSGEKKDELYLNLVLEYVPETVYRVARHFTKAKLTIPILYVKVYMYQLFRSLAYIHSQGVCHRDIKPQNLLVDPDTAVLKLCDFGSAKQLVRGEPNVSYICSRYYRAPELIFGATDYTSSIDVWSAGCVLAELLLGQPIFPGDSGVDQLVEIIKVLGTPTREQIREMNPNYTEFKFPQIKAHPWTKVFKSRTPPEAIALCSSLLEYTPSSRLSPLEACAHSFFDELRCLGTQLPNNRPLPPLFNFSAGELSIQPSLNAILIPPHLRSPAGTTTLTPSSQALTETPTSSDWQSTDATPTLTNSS
# IEC-6 cytotox – kills IEC-6 intestinal cells in KLF5 counter-screen | IEC-6 cytotoxicity, luminescence viability | inhibition, % at 5 µM | 290,000 tested, 0.78% active | AID 1825; in the data active = inhibition above about 22%;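 note: 0% = plate median of test compound wells and 100% = cytotoxic reference compound wells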
# The depositor's hits bear a star; ? = inconclusive; / = no result given.
SMILES,AI-2 QS mod,HSF1 activator,HIF act,HSF1 inhib,HSP90 refold inh,KLF5 inh,aSyn 5UTR inh,GSK3B inh,GSK3 alpha inh,IEC-6 cytotox
CC(C)(C)Cc1nc2ccccc2n1CCc1ccccc1,45,?,-0.2,13,-2,-19,25,1,-1,-4
CCc1ccc(C(=O)NNC(=O)c2cc(S(=O)(=O)N(C)C)ccc2N2CCCC2)cc1,21,-38,0.6,-27,-1,-20,-6,-1,-4,-2
CCOc1ccc(NC(=O)CN(C)C(=O)c2cccnc2SC)cc1OCC,12,6,0.4,-11,-5,-24,0,0,-1,-1
Cc1cc(C(=O)c2ccccc2)nc2ccccc12,29,5,-0.2,3,1,-8,4,-7,-2,3
COc1ccc(-c2cc(C3CCN(c4cc(Cl)nc(N)n4)CC3)[nH]n2)cc1,25,-17,0.5,-8,1,-17,39,2,0,5
COc1ccc(C(=O)N2CCC(n3nccc3NC(=O)C3CCOC3)CC2)cc1 (centres undefined),27,38,0.1,16,-1,-22,-1,0,2,-5
Clc1cccc(Cl)c1CNCCCSc1ncccn1,1,13,-3.4,-1,0,-22,-15,3,1,-4
O=C(Nc1nc(-c2ccccc2)c(-c2ccccc2)s1)c1ccc(S(=O)(=O)N2CCCCC2)cc1,31,1,-0.3,-8,1,1,48,2,1,-10
CSc1nsc(SCC(=O)Nc2ccc(F)cc2F)n1,27,10,-6.5,12,0,-92,-101,3,-2,2
Cc1cccc(N(CC(=O)NC2CCCC2)C(=O)CS(=O)CC(=O)Nc2ccc3c(c2)OCO3)c1 (centres undefined),13,-2,-0.5,-4,-1,-41,-19,-3,/,-1
CN(C)CCCN(C(=O)c1ccc(S(=O)(=O)N2CCc3ccccc32)cc1)c1nc2c(Cl)cccc2s1,20,18,-0.1,0,4,-30,-15,1,1,2
O=C(CCOc1ccccc1)NCC(c1ccco1)N1CCCCC1 (centres undefined),39,-10,0.2,-2,-3,-1,20,-3,0,-2
CCOc1ccc(-c2nc3n(c(=O)c2C#N)CCS3)cc1,22,-8,0.6,5,2,-13,9,2,-1,-1
CCc1ccc(NC(=O)CSc2nnc(-c3n[nH]c4ccccc34)n2-c2ccccc2)cc1,20,-2,-0.6,5,7,-17,37,0,1,6
Cc1ccc(N2CC(C(=O)NCc3cccs3)CC2=O)cc1 (centres undefined),2,0,1.0,-7,-3,-11,-32,2,-3,-6
CC(C)CNC(=O)C(=O)Nc1ccc(N(C)C)cc1,19,27,2.1,12,-4,-14,-159,0,-5,7
COc1ccc(OC)c2sc(NC(=O)c3cccc(N4C(=O)CCC4=O)c3)nc12,29,-9,-0.4,5,-1,-5,2,-1,-1,0
COc1ccc(C2C(C(C)=O)=C(O)C(=O)N2CCCn2ccnc2)cc1OC (centres undefined),14,-15,0.0,0,/,/,6,1,-5,/
CCCCc1nnc(NC(=O)C(C)Sc2nc(N)cc(=O)[nH]2)s1 (centres undefined),16,23,0.0,16,9,-7,-27,-5,-2,0
CS(=O)(=O)N(CC(=O)N1CCCC1)c1ccc(Cl)cc1,39,-25,-0.9,-7,-4,-17,-2,1,0,-4
O=C1CC(c2ccco2)Cc2c1cnn2-c1nc2ccccc2s1 (centres undefined),9,17,-0.2,7,4,-38,-21,0,-3,0
CCOc1ccccc1NC(=O)CCc1c(C)nn(-c2ccc(N3CCCCC3)nn2)c1C,21,27,0.4,18,0,-5,-46,0,-2,8
Nc1cc(C(=O)OCC(=O)NNC(=O)c2cccs2)ccc1Cl,18,-5,-0.7,-4,/,/,6,1,-1,/
CN1CCN(Cc2cn[nH]c2-c2ccc(F)cc2F)[C@@H](c2ccccc2)C1,11,1,0.0,1,4,-33,8,-1,1,-3
CC1CC(C)CN(S(=O)(=O)c2cccc3cccnc23)C1 (centres undefined),3,1,/,-4,/,/,14,3,1,/
O=C(Nc1cnn(Cc2ccc(Cl)cc2Cl)c1)c1noc2c1CCCC2,/,/,/,/,-4,-9,/,/,1,10
CN(C)/C(CN1CCOCC1)=C1\N=C(c2ccccc2)OC1=O,14,-15,-0.1,-6,3,-39,-9,2,0,2
CC(C)(CNC(=O)C1CCCC1)CNC(=O)C1CCCC1,13,16,-0.3,1,-3,-11,30,1,-5,-8
O=C(CCN1C(=O)COc2ccccc21)NCCCN1CCc2ccccc2C1,-20,-4,0.1,-8,6,-16,-21,2,0,4
O=C(Nc1ccn(Cc2ccccc2)n1)c1n[nH]c([N+](=O)[O-])c1Cl,11,?,-0.5,26,22*,-41,47,3,10,9
O=C(CSc1nnc2c(n1)[nH]c1ccc(S(=O)(=O)N3CCOCC3)cc12)Nc1ccccc1Cl,15,-2,0.7,9,0,-26,-6,3,0,2
O=C(NCc1ccc(Cl)c(Cl)c1)c1ccc2c(c1)OCO2,-39,15,0.3,6,-2,-15,-5,0,-1,-3
COCCNC(=O)COC(=O)c1[nH]c(C)c(C(C)=O)c1C,-5,16,-0.4,-2,0,-11,-26,2,1,-4
COc1ccc(NC(=S)N2CCN(C(=O)c3ccccc3)CC2)cc1,-5,-10,58*,-6,0,-48,7,3,-9,0
COc1ccc(CNC(=O)C2CC(c3cccc(OC)c3)=NO2)cc1 (centres undefined),24,-9,-0.4,-15,2,-32,-4,5,-1,5
Cc1oncc1-c1csc(-c2ccccc2)n1,-7,46,0.7,31,0,-41,-82,-3,-4,7
CC1CCN(Cc2c(C(=O)N/N=C/c3ccc(OC(C)C)cc3)nnn2-c2nonc2N)CC1,-1,29,-0.2,3,0,-9,9,0,2,1
CC(=O)Nc1ccc(S(=O)(=O)N2CCN(c3cnn(C)c(=O)c3Cl)CC2)cc1,-4,-6,-0.7,-9,0,1,-22,-5,10,-2
COc1ccc2c(C)cc(SCC(=O)Nc3c(C)n(C)n(-c4ccccc4)c3=O)nc2c1,14,-2,0.0,-2,1,-13,7,1,-1,-3
CCN(CC(=O)Nc1ccc2c(c1)OCCO2)Cc1cc(=O)oc2c(C)c(C)ccc12,25,16,-0.2,11,1,-31,-7,-1,-1,-1
CCN(CC)C(=O)CSc1nc(N)c(C(=O)Nc2ccc(OC)cc2)s1,12,-2,-0.7,-1,2,-11,10,2,1,3
Cc1ccc(CN(Cc2cc3cc4c(cc3[nH]c2=O)OCCO4)Cc2nnnn2Cc2ccco2)cc1,50,0,-0.1,-10,2,-1,-27,1,-2,8
CSc1ccc(C(=O)C2CCCN(Cc3cccc4nccnc34)C2)cc1 (centres undefined),20,-8,-0.2,0,3,6,5,1,-2,-2
NC(=O)C1CCN(C(=O)c2ccc3nc(-c4ccccc4)c(-c4ccccc4)nc3c2)CC1,18,16,0.3,10,-5,-14,-9,0,-1,-3
COC(=O)COc1cc(Cl)c(C=O)cc1OC,20,0,-0.1,5,0,-28,-3,-2,0,-5
C=CCc1cc(C)ccc1OCCCn1ccnc1,34,0,0.3,-7,1,-40,0,2,1,2
Cc1ccc(Cn2ccc(NC(=O)c3nn(C)cc3Cl)n2)cc1,-60,11,1.7,13,-3,-73,-112,0,-3,-5
CCOc1ccc(/C(O)=C2/C(=O)C(=O)N(CC3CCCO3)C2c2ccco2)cc1 (centres undefined),10,-2,0.3,12,-6,-27,-9,5,-3,-8
Cc1cccc(C)c1OCC(=O)NNC(=O)CCNC(=O)c1ccc(Br)cc1,5,37,0.0,-2,-2,-8,-2,2,0,4
CCCCNC(=O)CNC(=S)N(Cc1ccc(C)cc1)Cc1ccco1,21,22,0.1,6,2,-15,26,-1,-2,4

# Carrying on.
SMILES,AI-2 QS mod,HSF1 activator,HIF act,HSF1 inhib,HSP90 refold inh,KLF5 inh,aSyn 5UTR inh,GSK3B inh,GSK3 alpha inh,IEC-6 cytotox
CCc1nnc(NC(=O)CSc2nc3c(c(=O)n2-c2ccccc2OC)SCC3)s1,/,/,/,/,1,-13,/,/,0,-4
Cc1ccc(C)c(NC(=S)N(CCN(C)C)C(C)c2ccccn2)c1 (centres undefined),32,8,-0.1,0,3,-22,-13,0,0,-1
CCCc1cc(=O)oc2cc(C)cc(OCC(=O)NCCN3CCOCC3)c12,7,7,-0.1,6,-5,3,-5,1,2,1
Cc1ccccc1Cn1c([N+](=O)[O-])cnc1C,-2,20,-0.3,-1,3,-36,-25,0,-5,-5
O=C(CCNC(=O)Cn1ccc2ccccc2c1=O)NCCCN1CCN(c2ccc(F)cc2)CC1,10,-2,-0.8,-10,3,-6,-5,1,2,-3
CCOC(=O)C[n+]1c(C)csc1C,22,-55,-0.3,-34,-2,-21,-14,-1,0,-9
COc1ccc(/C=N/NS(=O)(=O)c2ccccc2)cc1OS(=O)(=O)c1ccccc1,10,9,0.0,-7,0,-4,-15,5,-1,2
Cc1nc(NCCc2ccccc2)c(C#N)c(C)c1[N+](=O)[O-],7,22,?,9,2,-10,-20,0,-1,6
O=C(OCC(O)CN1CCCCC1)C12CC3CC(CC(C3)C1)C2 (centres undefined),5,-3,1.3,3,0,-20,18,1,0,-3
CCC(CO)NCc1ccccc1OC(C)C (centres undefined),8,-3,0.2,-1,1,-37,22,4,-1,-2
Cc1ccc(C(=O)NCCc2ccccc2)cc1N1CCCC1=O,5,5,1.1,-1,-5,-29,-28,/,0,7
CCOC(=O)COc1ccccc1-c1ccno1,10,8,0.2,-1,2,-15,-1,2,-1,-3
O=C(CCC(=O)N/N=C/c1ccco1)N/N=C/c1ccco1,10,6,-0.2,-6,-1,-14,-14,1,-2,-9
Cc1ccc2ccc(C)[n+](CCCS(=O)(=O)[O-])c2c1,3,-11,-0.1,-4,-1,-12,-2,-1,-2,-9
COc1ccc(COCC(O)CN2CCC(C(N)=O)CC2)cc1 (centres undefined),13,-8,-0.7,-7,-2,-28,-6,3,1,-3
O=C(NCCCCCNC(=O)c1ccco1)c1ccco1,2,-10,-0.1,-1,3,-9,-8,1,-12,5
CCn1c(SCC(=O)N(C)C)nc2cc(S(=O)(=O)N3CCCCC3)ccc21,-3,6,-0.1,3,/,/,-1,1,-2,/
Cn1cc(C(=O)N2CCN(C(=O)c3ccco3)CC2)c2c3ccccc3n(C)c2c1=O,4,-26,0.0,-7,4,-10,19,1,-3,1
CC12C(=O)N(Cc3ccco3)C(=O)C1C1c3ccccc3C2c2ccccc21 (centres undefined),19,-3,-2.3,0,0,-8,-8,3,-1,-2
CCOC(=O)c1c(NC(=O)c2c(C(=O)O)cccc2[N+](=O)[O-])sc2c1CCCC2,1,-20,1.1,-2,-1,-11,-1,0,-5,0
Cc1oc(-c2ccc(Cl)cc2)nc1CN1CCC(C(=O)NCc2cccs2)CC1,6,2,0.6,4,11,-2,16,-1,6,3
CC(=O)Nc1ccc(NC(=O)CCn2c(=O)oc3ccccc32)cc1,32,7,-0.4,3,-6,-11,-18,1,-2,3
